KDM5B inhibitor: KDM5B demethylase inhibition | Q9UGL1 | KDM5B demethylase, FDH-coupled NADH fluorescence (FDH is formaldehyde dehydrogenase) | Potency, µM (titrated, usually from 57.7 µM), for the others: at the top dose activity change, negative = inhibition, actives largely listed as inhibitors | hit rate 2.6% among 220,000; active = well fitted inhibition curve with a large enough effect; inconclusive = small, poorly fitted or top-dose-only effect; inactive = no such curve, though single readings can be large or run the other way; also: 0% is about no effect; nearly all actives have a fitted effect of over 70% in size
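Inhibition is measured as reduced NADH fluorescence generation from FDH coupling to formaldehyde release. Truncated KDM5BΔAP at 200 nM final acts on H3K4me3 peptide (12.5 µM in substrate mix) in pH 7.5 HEPES buffer with Tween-20, 30 min, room temperature.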
Active calls of the source: *; ? = inconclusive; & = joins results of further samples; [ ] = remark or other dose. Potency is read from the fitted curve at half-maximal effect. A portion of the library (hit frequency here may not be typical).

Molecule | KDM5B inhibitor
Cc1ccc(Cn2cc(-c3ccncc3)cc2C(=O)NCC2CC2)cc1 | 35µM*
O=C(C1CCc2ncc(-c3ccc(F)cc3)n2C1)N1CCCC1 (configuration not stated) | 28%
Cc1ccc(NC(=O)NCc2nc(-c3ccccc3)oc2C)c(Cl)c1 | 16%
CCn1nc(C(=O)Nc2cc(Cl)ccc2OC)c2ccccc2c1=O | 8%
CCc1nn2c(=O)cc(CNc3ccc4c(c3)OCCCO4)nc2s1 | -13%
FC(F)(F)c1cccc(CN2CCOC[C@H](Oc3cccnc3)C2)c1 | -10%[86.2 µM]
N#Cc1ccccc1CN1CCCc2ccccc21 | -22%
O=C(Nc1ccc2oc(-c3ccncc3)nc2c1)c1ccc2c(c1)OCO2 | 6%&-32%
CCCCN(c1ccccc1)S(=O)(=O)c1ccc2c(c1)CC(C)N2C(=O)C1CC1 (configuration not stated) | 18%
Cc1cc(C(=O)NCc2ccc(F)cc2)c2c(C3CCNCC3)noc2n1 | -26%[115 µM]

(next part)
Molecule | KDM5B inhibitor
Clc1ccc(/C=N/Nc2ccc(Cl)c(Cl)c2)cc1Cl | -14%
Cc1cc(C(=O)N2CC[C@H](CO)[C@H](O)C2)cc2sc(N)nc12 | -32%
O=C(O)C1=NOC2CN(C(=O)C3CCCC3)CC12 (configuration not stated) | -12%[149 µM]
O=C(Nc1ccc(Cl)cc1)Nn1cnc2ccccc2c1=O | 23%
Clc1ccc(-c2nnc(SCc3nc4ccccc4o3)o2)cc1 | -10%
CC(C)C(=O)Nc1cccnc1 | -1%
COCCn1cc(CN2CCN(Cc3ccccc3F)CC2)ccc1=O | -24%
Cc1ccc(NC(=O)Cn2nc(-c3cccs3)oc2=O)cc1C | 8%
COCCNC(=O)[C@H]1C[C@H](Oc2ccccc2)CN1C(=O)c1ccccc1OC | -6%
Cc1ccc(CNC(=O)N2C[C@@H](F)C[C@H]2C(=O)N2CCc3ccccc3C2)cc1 | -18%

Next part
Molecule | KDM5B inhibitor
CNc1c(-c2noc(C)c2C(=O)NCCCOC)cnn1C | 5%[86.2 µM]
C#CCOc1ccc(C(=O)N[C@@H]2CN(Cc3ccc(C(=O)O)cc3)CCC[C@H]2O)cc1 | 68%[activator][86.2 µM]
COc1ccccc1C(=O)N1CCCn2nc(C)c(-c3ccccc3Oc3ccccc3)c21 | -14%[86.2 µM]
O=C(Nc1cn[nH]c1)C1CCCN(c2cnccn2)C1 (configuration not stated) | -1%
CCOC(=O)Cc1csc(NC(=O)CCC(=O)O)n1 | 39%
C[S+](=O)([O-])N1Cc2ccccc2OC2(CCN(C(=O)c3ccc4[nH]ccc4c3)CC2)C1 | 29%[115 µM]
Cn1c(C=O)cc2ccccc21 | 82%[activator]
Cc1cccc(Cn2c(SCCCO)nc3c2c(=O)n(C)c(=O)n3C)c1 | 10%
O=C1CC(c2ccccc2C(F)(F)F)c2c(c3ccccc3[nH]c2=O)O1 (configuration not stated) | ?
CCc1ccccc1NC(=O)CNC(=O)CNC(=O)C1CCCCC1 | 34%[activator]

More compounds:
Molecule | KDM5B inhibitor
CC(=O)c1ccc(NC(=O)CSc2nnc3c(n2)[nH]c2ccccc23)cc1 | -14%
COCCn1c(C)nnc1-c1cc(-c2cccc(OC(F)(F)F)c2)ccn1 | -12%[86.2 µM]
CCOC(=O)c1c(NC(=O)c2cc3nc(-c4ccc(Br)cc4)cc(C(F)(F)F)n3n2)sc(C(C)=O)c1C | 5%
CC(Cc1ccco1)NC(=O)C1CCCO1 (configuration not stated) | 1%
COc1ccc(C(C)NC(=O)c2ccc(Cn3ccn4nc5c(c4c3=O)CCCC5)cc2)cc1OC (configuration not stated) | ?
COC(=O)c1cc(NC(=O)c2oc(=O)c3ccccc3c2-c2ccccc2)cc(C(=O)OC)c1 | -9%
CNC(=O)NC(=O)CN(CC(C)O)c1ccccc1 (configuration not stated) | 18%
CCn1c(SCCOC)nnc1C1CC1 | -7%
CC(Nc1ccc([N+](=O)[O-])cn1)c1ccc(Cl)cc1Cl (configuration not stated) | -17%
Cc1cnc(C(=O)Oc2ccc(Cl)cc2Cl)cn1 | -3%

Given as labelled records: entries from further up
CCOC(=O)c1c(NC(=O)c2cc3nc(-c4ccc(Br)cc4)cc(C(F)(F)F)n3n2)sc(C(C)=O)c1C
  KDM5B inhibitor: 5%
COC(=O)c1cc(NC(=O)c2oc(=O)c3ccccc3c2-c2ccccc2)cc(C(=O)OC)c1
  KDM5B inhibitor: -9%

Next part.
Molecule | KDM5B inhibitor
Cc1nc(C)c(C(=O)N2CCCC2c2nc(CCOCC3CCCC3)no2)s1 (configuration not stated) | -15%
Cc1nnc(NC(=O)c2cc(-c3ccccc3)nc3ccccc23)s1 | 18%
CCCCN(C)CCNC(=O)c1nn(-c2ccc(OC)c(Cl)c2)c(=O)c2c1c1ccccc1n2C | -3%
CCC1(N2CCN(C(=O)c3ccc(Cl)cc3OC)CC2)CCN(C(=O)NC)C1 (configuration not stated) | ?
CC(C)CCN1CCOc2cc(C(=O)Nc3cccnc3)ccc2C1 | -15%[86.2 µM]
COC[C@H]1NC(=O)CC[C@H]1C(=O)Nc1cc(C)ccc1OC | -15%
O=C(Nc1ccc(F)cc1F)N1CCCN(c2ccc([N+](=O)[O-])cn2)CC1 | 9%
CCN1CCN(CCN2CC3(CCN(C(=O)c4ccsc4)CC3)OC2=O)CC1 | -3%
CC(C)N[C@@H]1CC[C@@H]1NC(=O)c1ccccc1OC(F)(F)C(F)F | 21%
Cc1ccc(C(=O)Nc2ncn(CC(=O)NCc3ccccc3F)n2)cc1 | -2%

Of the compounds above, these contain a thiophene ring, fused or not:
Molecule | KDM5B inhibitor
Cc1ccc(NC(=O)Cn2nc(-c3cccs3)oc2=O)cc1C | 8%
CCOC(=O)c1c(NC(=O)c2cc3nc(-c4ccc(Br)cc4)cc(C(F)(F)F)n3n2)sc(C(C)=O)c1C | 5%
CCN1CCN(CCN2CC3(CCN(C(=O)c4ccsc4)CC3)OC2=O)CC1 | -3%

(next part)
Molecule | KDM5B inhibitor
NCc1ccc(CS(N)(=O)=O)cc1 | 9%
COCCN(CCNC(=O)C1Cn2cccc2C(=O)N1)Cc1ccco1 (configuration not stated) | ?
CCOC(=O)c1c(C)[nH]c(C)c1S(=O)(=O)N(C)CC(=O)Nc1cc(Cl)ccc1C | 12%
Cc1ccc(NS(=O)(=O)c2ccc(NN)c([N+](=O)[O-])c2)c(C)c1 | ?
COc1ccccc1N(C)S(=O)(=O)c1ccc(C(=O)OCn2nnc3ccccc3c2=O)cc1 | 19%
CCOC(=O)c1ccccc1NC(=O)CN(c1ccccc1OC)S(=O)(=O)c1ccc(C)cc1 | ?
CN(C)C(=O)CCC1CCN(S(=O)(=O)c2cccc(F)c2)CC1 | -19%
Cc1ccc(S(=O)(=O)N2CCC(Oc3ccc(-n4cnnn4)cc3)CC2)cc1 | ?
Cc1cc(Cl)ccc1NC(=O)C1CCCN(c2nnc(C)c3c(C)n(-c4ccccc4)nc23)C1 (configuration not stated) | -9%
O=C(CSc1nc2ccccc2nc1Cc1ccc(Cl)cc1)N1CCN(c2ccccc2F)CC1 | -21%

(listing goes on)
Molecule | KDM5B inhibitor
COc1cccc(-c2ccccc2NC(=O)C2CCN(Cc3ccccc3F)CC2)c1 | ?
Cn1nccc1C(=O)N1CCC2(CCCCO2)CC1 | -4%
CCNc1ccnc(N2C[C@H]3CN(C(=O)N(C)C)C[C@@]3(C(=O)O)C2)n1 | -6%
Clc1ccc(-c2ccc(CNCC3CCNCC3)o2)c(Cl)c1 | 0%
Cc1ccc(NC(=O)CCCn2nc(C)c3sc4ccccc4c3c2=O)c(Cl)c1 | -36%
CCN1C(=O)C(CC(=O)NCc2ccccc2)Sc2ncccc21 (configuration not stated) | 1%
CC(C)CN1C(=O)COC[C@@H]1[C@H](O)c1ccc(NC(=O)C2CCCCC2)cc1 | -10%[86.2 µM]
CC(C)C(=O)Nc1ccc([C@H]2OCC(=O)N(Cc3ccccc3)[C@@H]2CO)cc1 | 26%[86.2 µM]
Cc1ccc(-c2cc(N3CCCN(C(=O)Cc4ccsc4)CC3)n[nH]2)cc1C | ?
COc1ccc(C(=O)N[C@H]2C[C@H]3C(=O)NC[C@@H](CCC(=O)N4CCc5ccccc54)N3C2)cc1 | -19%

Reprinted at random: 3 compounds from above, in no set order.
Molecule | KDM5B inhibitor
COc1ccc(C(=O)N[C@H]2C[C@H]3C(=O)NC[C@@H](CCC(=O)N4CCc5ccccc54)N3C2)cc1 | -19%
Cc1ccc(-c2cc(N3CCCN(C(=O)Cc4ccsc4)CC3)n[nH]2)cc1C | ?
Clc1ccc(-c2ccc(CNCC3CCNCC3)o2)c(Cl)c1 | 0%

Carrying on.
Molecule | KDM5B inhibitor
CCOC(=O)c1ccc(NC(=O)Cn2cc(C(=O)C3CC3)c3ccccc32)cc1 | -21%
Cc1nc(-c2c3n(c(=O)n(CC(=O)NCc4ccccc4Cl)c2=O)CCCC3)no1 | 24%
COc1ccc(C2(C(=O)N(C)Cc3ccc(F)cc3)CCOCC2)cc1 | -12%[115 µM]
COc1ccc(/C=C/C(=O)NCc2ccc(F)cc2)cc1S(=O)(=O)N1CCOCC1 | -16%
CSc1ccc(C2c3[nH]c4ccccc4c3CCN2C(=O)CCC2CCCC2)cc1 (configuration not stated) | ?
COc1ccc(CNC(=O)c2csc(NC3CC3)n2)cc1 | 0%
O=C(c1cccc(OC2CN(CC3CC=CCC3)C2)c1)N1CCOCC1 (configuration not stated) | -17%
CCn1c(SCC(=O)Nc2ccccc2C(=O)NC2CC2)nnc1-c1ccoc1C | 10%
C[C@@H](c1ccccc1)N1C(=O)[C@@H]2CN(C(=O)CC3(CC(=O)O)CCCC3)CCN2C1=O | -9%[86.2 µM]
Cc1ccc(C)c(S(=O)(=O)c2nnn3c2nc(NC2CCCCC2)c2sccc23)c1 | ?

(continued)
Molecule | KDM5B inhibitor
COc1cc(C)cc2oc(=O)c(CC(=O)Nc3ccc(NC(C)=O)cc3)c(C)c12 | -25%
CCC1c2ccsc2CCN1C(=O)CCNC(=O)c1ccc(F)cc1F (configuration not stated) | 5%
O=C(NCCc1ccccc1)Nc1ccc2nc(NS(=O)(=O)c3ccccc3)sc2c1 | -5%
CC(C)CCNC(=O)c1ccc(CSCc2ccccc2Cl)o1 | -14%
N[C@H]1CN(C(=O)c2sccc2Cl)C[C@@H]1C1CC1 | -31%
Cc1ccc(-n2nc(CO)c(C(=O)NCC(c3ccccc3)c3ccccc3)n2)cc1 | -7%
CN(c1ccccc1)c1cc(=O)c2ccnc(N3CCOCC3)c2o1 | -12%[86.2 µM]
CC(C)(C)c1ccc2[nH]c(C(C)(C)C)c(C=O)c2c1 | 8%
CC(C)NS(=O)(=O)c1cc(C(=O)O)cc(-c2ccc(C(=O)N(C)C)cc2)c1 | 34%
Cc1ccc(C)c(COC(=O)c2ccc3c(c2)NC(=O)CS3)c1 | 26%

Following part:
Molecule | KDM5B inhibitor
O=C(/C=C/Nc1ccc(Cl)c(C(F)(F)F)c1)c1ccc(Br)cc1 | 17%
COc1ccccc1N1CCN(C(=O)c2cc(-c3ccccc3O)on2)CC1 | 8%[11.5 µM]
COc1ccc(C)cc1NC(C)C(=O)N(C)Cc1cccc(F)c1 (configuration not stated) | 2%
CNC(=O)c1ccc(CNC(=O)Cn2nc(C)n(Cc3ccccc3)c2=O)o1 | -14%
NNC(=O)C(O)(c1ccccc1)c1ccccc1 | 21%
COc1cc(/C=N/O)c(Br)c(Br)c1OCc1ccccc1Cl | 7%
COCCOc1cc(=O)n2c(c1C(=O)NCc1ccc(C)cc1)CCOCC2 | -12%
COc1ccccc1C(=O)Oc1ccc2c(=O)c(-c3ccccc3OC)coc2c1 | 4%
O=C(Nc1sc2c(c1C(=O)NCC1CCCO1)CCC2)c1cc(=O)c2cc(Cl)ccc2o1 (configuration not stated) | 15%
CCn1cc(S(=O)(=O)N2CCCN(Cc3ccncc3)C(c3ccccc3)CC(=O)NCC2)cn1 (configuration not stated) | ?

Later entries.
Molecule | KDM5B inhibitor
Cc1ccccc1C(C)NC(=O)CN1CCN(c2ccc([N+](=O)[O-])c3cnccc23)CC1 (configuration not stated) | -18%
O=C1CCC2(CCN(C(=O)C3CCOCC3)CC2)CN1CCc1ccncc1 | -7%
CC(C)c1ccc(NC(=O)CSc2nc3c(=O)n(C)c(=O)n(C)c3n2C)cc1 | -8%
Cc1ccc(-n2ncc3c(N4CCN(C)CC4)ncnc32)cc1Cl | 6%
CSc1ccc(C2CC(=O)Nc3c2cnn3-c2nc3ccccc3s2)cc1 (configuration not stated) | 12%
Cc1c(NCc2nc(-c3ccco3)no2)cccc1-n1cnnn1 | 1%
COc1cc([N+](=O)[O-])ccc1-c1ccc(/C=N/NC(=O)OC(C)(C)C)o1 | -1%
CCOC(=O)c1cccc(NC(=O)c2ccc3snnc3c2)c1 | ?
O=C(Cn1c(=O)nc(-c2ccccc2)c2ccccc21)NCCc1ccc(Cl)cc1 | 7%
CC(=O)Nc1ccc(C2(C(=O)NCc3cccc(Cl)c3)CCC2)cc1 | 19%

Following part:
Molecule | KDM5B inhibitor
Cc1ccccc1OCc1nnc(SCC(=O)c2ccc(Cl)cc2)n1C | -16%
CCOC(=O)c1c(S(=O)(=O)NCC(=O)N2CCCCC2)c(C)n(C)c1C | -13%
COc1ccccc1NC(=O)Nc1c(NC2CCCC2)c2ccccc2oc1=O | 5%
COc1ccccc1N1CCN(C(=O)Cn2ccn3nc4c(c3c2=O)CCCCC4)CC1 | -21%
COc1ccc(C(=O)N2CCCCCNC(=O)[C@@H]3CCC[C@@H]32)cc1 | 0%
CCc1c(C)sc(NC(=O)/C=C/c2ccc(F)cc2)c1C#N | -12%
CN(CC(=O)Nc1cccc(F)c1)C(=O)c1ccncc1 | 11%
CCOc1ccc(NC(=O)Nc2ccc3snnc3c2)cc1 | -8%
COc1cc(/C=N/NC(=O)CNC(=O)c2ccncc2)ccc1O | 6%
